# RGS12 GoLoco inh = RGS12 GoLoco-Gai1 interaction inhibition; P63096; Gai1:RGS12 GoLoco peptide FP, rhodamine, 10 min; Potency, µM (doses to about 61.6 µM), without a hit: at the highest dose activity, negative = inhibition, actives largely listed as inhibitors; hit rate 0.44% among 230,000; AID 880; active = well fitted inhibition curve with a large enough effect, not every such curve was filed as active; inactive = no such curve, though single readings can be large or run the other way; also: nearly all actives have a fitted effect of over 30% in size; many of its hits are not listed in these tables
# JMJD2E inh = inhibitors of human JMJD2E histone demethylase; B2RXH2; hit rate 1.6% among 230,000; JMJD2E catalytic domain, FDH-coupled NADH fluorescence (FDH is formaldehyde dehydrogenase); Potency, µM (top dose mostly 57.1 µM), for inactives: top-dose activity change, negative = inhibition, actives largely listed as inhibitors; active = well fitted inhibition curve with a large enough effect, not every such curve was filed as active; inconclusive = small, poorly fitted or top-dose-only effect, or another doubt; inactive = no such curve, though single readings can be large or run the other way;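 also: 0% = wells with enzyme and -100% = buffer wells without enzyme; nearly all actives have a fitted effect of over 50% in size; many of its hits are not listed in these tables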
# Target sequence (B2RXH2 1-337 limits assumed): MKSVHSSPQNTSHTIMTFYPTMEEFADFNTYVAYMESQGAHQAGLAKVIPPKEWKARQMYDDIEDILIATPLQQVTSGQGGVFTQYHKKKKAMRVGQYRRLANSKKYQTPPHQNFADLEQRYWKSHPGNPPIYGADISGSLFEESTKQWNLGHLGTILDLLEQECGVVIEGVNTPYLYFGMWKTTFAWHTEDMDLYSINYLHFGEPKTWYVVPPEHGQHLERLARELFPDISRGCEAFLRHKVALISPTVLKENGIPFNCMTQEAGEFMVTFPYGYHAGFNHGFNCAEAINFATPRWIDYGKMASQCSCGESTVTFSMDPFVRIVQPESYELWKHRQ
# Tau ThT inhib = inhibitors of human tau fibril formation, thioflavin T binding; P10636; recombinant tau K18 P301L (four-repeat tau fragment), heparin-induced fibrillization, ThT fluorescence; Potency, µM (titrated, usually from 57.4 µM), without a hit: top-dose activity, negative = inhibition, most hits filed as inhibitors; hit rate 2.1% among 270,000; also: nearly all actives have a fitted effect of over 55% in size
#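 Heparin-induced (20 uM) aggregation of recombinant human K18 P301L tau, 15 uM unlabeled with 0.24 uM labeled, pH 7 acetate buffer, 6 hr at 37 C with compound. Fibrils quantified by 30 uM ThT fluorescence after 1 hr ambient incubation.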
# RECQ1 helicase = inhibitors of human RECQ1 DNA helicase; hit rate 0.54% among 240,000; RECQ1 DNA unwinding, red fluorescence kinetic read; Potency, µM (series often up to 57.3 µM), for inactives: at the highest dose activity, negative = inhibition, actives largely listed as inhibitors; P46063;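 also: plate controls were vehicle for no effect and no enzyme for full effect; nearly all actives have a fitted effect of over 30% in size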
# Target sequence (P46063 whole entry, looked up): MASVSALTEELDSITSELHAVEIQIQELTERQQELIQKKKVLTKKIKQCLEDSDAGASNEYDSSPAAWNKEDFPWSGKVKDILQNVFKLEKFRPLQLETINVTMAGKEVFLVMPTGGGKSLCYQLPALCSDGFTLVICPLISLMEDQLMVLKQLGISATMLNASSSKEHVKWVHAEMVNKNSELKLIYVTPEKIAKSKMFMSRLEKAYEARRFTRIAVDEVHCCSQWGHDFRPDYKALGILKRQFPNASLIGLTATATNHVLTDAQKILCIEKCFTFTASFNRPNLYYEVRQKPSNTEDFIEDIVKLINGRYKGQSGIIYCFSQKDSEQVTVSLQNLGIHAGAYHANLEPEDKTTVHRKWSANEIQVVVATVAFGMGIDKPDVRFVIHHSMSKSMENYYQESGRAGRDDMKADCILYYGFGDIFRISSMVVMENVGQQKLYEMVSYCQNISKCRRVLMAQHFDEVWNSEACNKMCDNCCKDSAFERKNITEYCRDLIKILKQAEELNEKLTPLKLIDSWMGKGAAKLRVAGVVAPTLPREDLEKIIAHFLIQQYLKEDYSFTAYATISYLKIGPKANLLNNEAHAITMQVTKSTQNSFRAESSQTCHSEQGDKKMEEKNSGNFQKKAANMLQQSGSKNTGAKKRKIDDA
#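 50 nM RECQ1T1 preincubated 15 min with compound in Tris pH 8.0 buffer with MgCl2, DTT, Tween-20 and 2.5 ug/ml poly(dI-dC); started with 200 nM TAMRA/BHQ-2 forked duplex and 2 mM ATP. Unwinding read as fluorescence (525/598 nm), two reads 2 h apart.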
# L3MBTL1 inh = L3MBTL1 (human) inhibition. Q9Y468. AlphaScreen L3MBTL1–H3K9me1 peptide binding. Potency, µM (top dose mostly 57.1 µM), inactives show top-dose activity, negative = inhibition, actives largely listed as inhibitors. hit rate 0.66% among 230,000. AID 485360; also: nearly all actives have a fitted effect of over 60% in size
#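 Displacement of a biotinylated histone H3(1-15) peptide monomethylated at Lys9 (75 nM) from L3MBTL1 (50 nM) was measured by AlphaScreen after a 30 min room-temperature compound incubation; cefsulodin titration served as intraplate control.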
# TRb SRC2 PPI = disrupts binding of human TR beta to SRC2; hit rate 0.065% among 280,000; TRbeta-SRC2 peptide binding, fluorescence polarization; receptor liganded with 1 µM T3; AID 1469; P10828; Potency, µM (highest dose often 106 µM), for the others: at the highest dose activity change, negative = inhibition, actives largely listed as inhibitors;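 also: plate controls were bound peptide for no effect and peptide without receptor for full effect; nearly all actives have a fitted effect of over 50% in size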
#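 Fluorescence polarization of 20 nM Texas Red SRC2 peptide (20-aa NR interaction domain) bound to 0.6 uM human TRb ligand-binding domain, with 1 uM T3, after 5 hr at ambient temperature; inhibition seen as decreased polarization.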
# TR SRC2 fluor cs = counter-screen for TRb-SRC2 inhibitors: fluorescence interference; TRb/SRC2 Texas Red total fluorescence interference; Potency, µM (titrated, usually from 106 µM), for inactives: at the highest dose fluorescence change, negative = quenching; hit rate 0.29% among 280,000; active = well fitted curve in either direction with a large enough effect; inconclusive = small, poorly fitted or top-dose-only effect
#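 Human TRβ ligand-binding domain (0.6 uM) and Texas Red SRC2 peptide (20 nM) in Tris buffer with 1 uM T3 and 5% DMSO were incubated with pinned compound for 5 hr at ambient temperature. Total fluorescence was computed as S + 2P (555/632 nm).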
# Tau fibril FP = inhibitors of human tau fibril formation; Potency, µM (highest dose often 57.7 µM), inactives show top-dose activity, negative = inhibition, actives largely listed as inhibitors; hit rate 0.39% among 280,000; K18 P301L tau heparin fibrillization, Alexa594 FP, 6 h; P10636; also: nearly all actives have a fitted effect of over 55% in size
#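 Read-out: fluorescence polarization of Alexa 594-labeled tau (0.24 uM), 555 nm excitation, 632 nm emission. Mixtures held 15 uM unlabeled K18 P301L, compound and 20 uM heparin, pH 7 acetate buffer, incubated 6 hr at 37 C.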
# * marks the source's active call; other numbers are inactive results; i = inactive; ? = inconclusive; nt = no result given; & = joins results of further samples; [ ] = remark or other dose. Unless noted, calls follow the shape of the dose curve; as a rule, active = well fitted curve in the direction sought with a large enough effect; inconclusive = small, poorly fitted or top-dose-only effect, or another doubt; inactive = no such curve, though single readings can be large; an effect the other way counts as inactive or inconclusive. Unless noted, % is scaled to controls: 0 for no effect and ±100 for the full control effect; potency is read from the fitted curve at half-maximal effect. The list is partial; the hit share may differ from the screen's.
SMILES,RGS12 GoLoco inh,JMJD2E inh,Tau ThT inhib,RECQ1 helicase,L3MBTL1 inh,TRb SRC2 PPI,TR SRC2 fluor cs,Tau fibril FP
COc1cccc(C(=O)NCC(=O)OCc2cc(=O)n3nc(C)sc3n2)c1,nt,nt,-12%,nt,nt,-13%,-2%,?
Cc1ccc(-c2ccccc2[C@@H]2C[C@H]3CN(C)C(=O)[C@]34CCCN24)o1,1%,4%,4%,9%,4%,-2%,1%,-7%[2.34 µM]
FC(F)(F)c1nc(N2CCCC2)ncc1-c1nnnn1-c1ccccc1,-8%,-6%,-6%,-16%,9%,4%,2%,0%
CCCCOc1ccc(N(CC(=O)NCC2CCCO2)C(=O)CCC(=O)Nc2nccs2)cc1 (stereo not given),13%,3%,-14%,-4%,5%,0%,-1%,-1%
O=C(N/N=C\C=C\c1ccc2c(c1)OCO2)c1ccc(F)cc1,10%,-24%,?,-5%,nt,5%,-2%,-6%
CCCn1c(C)cc(C(=O)COc2ncnc3sccc23)c1C,16%,2%,-7%,-3%,-5%,-12%,1%,-10%
CCOC(=O)CCN1C(=O)[C@H]2[C@H]3[C@H](O)[C@H](O)C/C(=N/OC/C=C(\C)CCC=C(C)C)[C@H]3CC[C@@H]2C1=O,nt,nt,-8%[11.5 µM],-3%[11.5 µM],nt,1%[11.2 µM],1%[11.2 µM],1%[11.6 µM]
CC1CN(S(=O)(=O)c2ccc(C(=O)Nc3sccc3C(N)=O)cc2)CC(C)O1 (stereo not given),7%,?,-5%,-5%,6%,-3%,-4%,0%
OCCN1CCN(CC(O)COCc2ccc3c(c2)OCO3)CC1 (stereo not given),-14%,6%,-3%,-9%,7%,3%,3%,-8%
COc1ccccc1NC(=S)NNC(=O)c1cc(C)n(C)n1,6%,18µM*,-10%,7%,nt,-7%,-6%,-5%
Cc1ccccc1Cn1c2ccccc2c2cnn(CC(=O)NC3CCCCCC3)c(=O)c21,nt,nt,1%,nt,nt,-2%,-2%,-4%
NS(=O)(=O)c1ccc(NC(=S)NC2CCCCC2)cc1,-8%,-5%,3%,?,-4%,3%,2%,-10%
C=CCOc1ccc(CNn2nnnc2N)cc1,6%,-4%,-10%,-13%,-1%,3%,-2%,-3%
O=c1c(S(=O)(=O)c2ccccc2)cn(Cc2ccc(F)cc2)c2cc(N3CCCCC3)c(F)cc12,nt,nt,3%,nt,nt,4%,6%,-7%
CC[C@H](C)[C@H](NC(N)=O)C(=O)NCCc1ccc(OC)cc1,15%,4%,-2%,i,14%,3%,-2%,2%
Fc1ccc(Br)cc1C1C=C(c2ccc(Br)cc2)Nc2nnnn21 (stereo not given),nt,nt,-4%,nt,nt,0%,-1%,-3%
O=C(c1cc2ccccc2oc1=O)N(Cc1cccs1)Cc1ccccc1Cl,-9%,12%,-5%,-5%,2%,5%,3%,3%
CC(=O)c1cccc(NC(=O)Cn2c(=O)c(CNc3ccc(C)cc3)cc3cc4c(cc32)OCCO4)c1,nt,nt,-17%,nt,nt,-2%,-1%,?
COC(=O)c1ccc(NC(=O)c2cc(-c3ccccn3)nc3ccccc23)cc1,5%,?,-9%,i,2%,-4%,1%,-5%
CC1CCC(C(C)(C)O)CC2=C1CCC2C (stereo not given),2%,2%,8%,-1%,nt,2%,1%,3%
COc1cc(Nc2nc(SCc3ccccc3F)nc3ccccc23)cc(OC)c1,nt,nt,?,nt,nt,11%,-2%,7.1µM*
CCOC(=O)N1CCN(S(=O)(=O)c2ccc(F)c(C(=O)Nc3cccc(C)c3C)c2)CC1,2%,0%,1%,-5%,8%,-8%,-4%,-1%
COc1ccc(OC)c(NC(=O)C(CCS(C)(=O)=O)NC(C)=O)c1 (stereo not given),-4%,-11%,-7%,6%,nt,-12%,2%,-8%
O=C(CSc1nnc(-c2ccccc2)o1)N1CCOCC1,6%,3%,3%,-4%,1%,-2%,-2%,6%
COc1ccc(CNC(=O)CN(c2ccc(C(C)C)cc2)S(=O)(=O)c2c(C)nn(C)c2C)cc1,nt,nt,-3%,nt,nt,-4%,0%,-2%
Cc1nn(C)c(C)c1/C=C(/C(=O)C(C)(C)C)n1cncn1,-2%,-10%,nt,-6%,nt,-4%,-5%,-5%
O=C(CSc1nc(O)cc(=O)n1-c1ccccc1)Nc1nc2ccccc2s1,30%[activator],-4%,nt,-5%,nt,7%,0%,-10%
CC(C)(C)C(=O)NC(=S)NNC(=O)C(c1ccccc1)c1ccccc1,16%,?,0%,i,3%,2%,-2%,0%
c1ccc(-c2nn3cnnc3c3ccccc23)cc1,9%,5%,-1%,-6%,nt,0%,-3%,1%
Cc1ccc(Nc2nc(N)nc(CN3CCc4ccccc4C3)n2)cc1,5%,-5%,-7%,-1%,-19%,-15%,-2%,2%
CN(CC(=O)Nc1cccc(F)c1)C(=O)CCCc1cccs1,nt,0%,-1%,-1%,-1%,3%,2%,-4%
COc1cc(/C=C(\C#N)C(=O)Nc2ccc3c(c2)OCCO3)ccc1O,-1%,3%,nt,-9%,nt,0%,-1%,11%
COc1ccc(OC)c2sc(N3CCN(C(=O)C(C)(C)C)CC3)nc12,nt,nt,-10%,nt,nt,2%,-1%,2%
CCn1nc(C(=O)N2CCN(Cc3ccc4c(c3)OCO4)CC2)c2ccccc2c1=O,11%,?,-8%,i,nt,-1%,-11%,0%
CCc1ccc(NC(=S)Nc2cc(C(=O)O)ccc2N2CC3CC(C2)c2cccc(=O)n2C3)cc1 (stereo not given),-4%,?,-1%,-1%,nt,6%,-2%,0%
Cc1ccc(S(=O)(=O)N[C@H]2COC(=O)CC=C[C@@H](C)[C@H]3C=C[C@H](O)[C@@H](COC(=O)CC=C[C@H]2C)O3)cc1,nt,nt,-2%&-12%[11.5 µM],14%[11.5 µM],nt,8%&-2%[11.2 µM],-7%&0%[11.2 µM],-3%&-11%[11.6 µM]
Cc1ccc2oc(C(=O)Nc3ccc(S(=O)(=O)N4CCCC(C)C4)cc3)cc(=O)c2c1 (stereo not given),nt,nt,9%,nt,nt,-7%,1%,?
CCCNC(=S)Nc1ccc(Nc2ccccc2)cc1,2%,8%,?,-3%,-17%,2%,1%,8%
Cn1c(=O)[nH]c(=O)c2c1nc(SCC(O)CO)n2Cc1ccccc1Cl (stereo not given),5%,0%,-5%,-1%,0%,3%,-2%,-2%
CCNS(=O)(=O)c1cccc(C(=O)c2c(C)cc3ccccn23)c1,-1%,-4%,-15%,-14%,-7%,2%[53 µM],0%[53 µM],9%
Cc1cc(C)cc(N2C(=O)CSC23C(=O)N(Cc2c(F)cccc2Cl)c2ccccc23)c1 (stereo not given),nt,nt,-4%,nt,nt,-28%,?,-7%
CCOC(=O)c1c(C)[nH]c(C)c1C(=O)COC(=O)c1ccc(OC)c(OC)c1,-1%,-1%,-6%,-1%,-4%,6%,1%,-7%
C[n+]1cn(CC(O)COCc2ccccc2)c2ccccc21 (stereo not given),16µM*,5%,-10%,-2%,11%,-11%,-3%,-6%
Cn1c(SCC(=O)N/N=C/c2ccncc2)nc2ccccc21,5%,0%,-14%,17%,-3%,0%,2%,2%
O=C(O)c1cccc(NC(=S)NC(NC(=O)c2ccco2)C(Cl)(Cl)Cl)c1 (stereo not given),-5%,2%,0%,-9%,2%,5%,-1%,-4%
O=C(NCc1cccs1)C1CC(c2ccccc2O)=NO1 (stereo not given),5%,-4%,-3%,-4%,nt,-14%,-2%,0%
COC(=O)CCC(=O)OC1(C)C(=O)C=C2C=C(c3ccsc3)OC=C2C1=O (stereo not given),3%,-1%,-3%,i,nt,9%,0%,?
N#Cc1c(N)nc(SCC(=O)NCCc2ccccc2)c(C#N)c1-c1cccs1,0%,?,5%,6%,0%,0%,-3%,?
CCCCN(CCCC)C(=O)CSc1nnc(-c2cc(OC)c(OC)c(OC)c2)o1,2%,-4%,-9%,0%,9%,3%,2%,4%
COCCNC(=O)Cn1nc(-c2ccccc2)c2ccccc2c1=O,nt,nt,-6%,nt,nt,5%,0%,1%
CSc1nc(C)cc(SCC(=O)Nc2ccccc2)n1,-2%,-1%,-3%,i,nt,-6%,-11%,3%
Cc1ccc(N2C(=O)Nc3ccccc3C2(O)C(=O)N2CCN(c3ccccn3)CC2)cc1C (stereo not given),3%,?,-2%,i,8%,1%,5%,-5%
Cc1cccc(-c2noc(CN(C(C)C)S(=O)(=O)c3ccc(Br)cc3)n2)c1,nt,nt,?,nt,nt,-3%,-37%,-15%
CCOC(=O)c1nnn(-c2nonc2N)c1CNC(C)C,3%,11%,-6%,i,-2%,-9%,0%,-4%
NC(C(=O)O)c1cc(O)c(Cl)c(O)c1 (stereo not given),-28%,nt,9%,-20%,nt,3%,-4%,-2%
COc1ccccc1/C=C/CN1CCN(Cc2ccc(F)cc2)C(CCO)C1 (stereo not given),10%,-12%,-13%,-4%,-8%,-1%,-1%,-7%
Cc1ccc(CSC2=NCCN2C(=O)c2ccc(S(=O)(=O)N(C)C)cc2)cc1,-2%,8%,-4%,-4%,nt,-7%,0%,-4%
Cc1cccc(N2C(S)=C(C#N)C(=O)NC2c2cccs2)c1 (stereo not given),-4%,-15%,32µM*,-3%,-26%,4%,1%,?
CCn1c2ccccc2c2nnc(N3CCN(c4cccc(C)c4C)CC3)nc21,nt,nt,?,nt,nt,-9%,-2%,13%

# From PubChem BioAssay
